# INS-1E GSIS act: GLuc luminescence reporter in INS-1E cells, primary screen for activators of glucose-dependent secretion of insulin | AID 743287 | INS-1E GLuc reporter insulin secretion, 2-3 h | 370,000 compounds, 0.61% hits | activation, % at 16.6 µM;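 active means lowest replicate activation of at least 40%, so every replicate reaches that level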;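 further: 0% = median of neutral control wells and 100% = median of IBMX positive control wells; some compounds called inactive have numbers as strong as hits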
# E-selectin induc: induces E-selectin expression in human endothelial cells; HUVEC E-selectin immunofluorescence imaging; normalized: neutral wells 0, TNF-alpha wells 100; activation, % at 7.58 µM; 260,000 compounds, 0.37% hits;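 active means mean E-selectin-positive cell signal at least 10% of the positive control, reached in at least 60% of replicates, without over 20% cell loss; inconclusive means no rule given, readout overlaps actives, possibly toxicity-flagged; inactive means the rest, including those meeting only one limit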;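 further: in these data hits start at about 27%; measured in HUVEC primary endothelial cells; signal is the percent of cells scored E-selectin positive by PE staining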
#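 Test system: HUVEC; input: 3,000 HUVEC/well; measured by: immunofluorescence imaging; read-out: % PE-positive cells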
# DENV2 CPE rescue: protects cells from dengue virus 2 cytopathic effect. 350,000 compounds, 1.7% hits. AID 651640. DENV2-infected cells, cytopathic effect rescue, plate reader. CPE inhibition, % at 9.99 µM; in the data active means CPE inhibition above about 20%, passing the limit was not always enough; inconclusive means no clear call, values can overlap the other calls; tested in BHK-21 cells;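 further: 0% = median of neutral control wells and 100% = median of positive control wells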
# RAD54 inh: RAD54 (human) branch migration inhibition; Q92698; RAD54 Holliday junction branch migration, FAM/BHQ fluorescence; inhibition, % at 10.4 µM; 360,000 compounds, 0.14% hits;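 active means mean normalized replicate activity at least 40 and at least half of replicates scoring 40 or more; inconclusive means only one of the two criteria met; inactive means mean below 40 and under half of replicates reaching 40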;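 further: 0% = median of neutral control wells and 100% = median of positive control wells; inhibitors cause a drop in the FAM fluorescence signal; in these data hits start at about 50%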
# Target sequence (Q92698 whole entry, looked up): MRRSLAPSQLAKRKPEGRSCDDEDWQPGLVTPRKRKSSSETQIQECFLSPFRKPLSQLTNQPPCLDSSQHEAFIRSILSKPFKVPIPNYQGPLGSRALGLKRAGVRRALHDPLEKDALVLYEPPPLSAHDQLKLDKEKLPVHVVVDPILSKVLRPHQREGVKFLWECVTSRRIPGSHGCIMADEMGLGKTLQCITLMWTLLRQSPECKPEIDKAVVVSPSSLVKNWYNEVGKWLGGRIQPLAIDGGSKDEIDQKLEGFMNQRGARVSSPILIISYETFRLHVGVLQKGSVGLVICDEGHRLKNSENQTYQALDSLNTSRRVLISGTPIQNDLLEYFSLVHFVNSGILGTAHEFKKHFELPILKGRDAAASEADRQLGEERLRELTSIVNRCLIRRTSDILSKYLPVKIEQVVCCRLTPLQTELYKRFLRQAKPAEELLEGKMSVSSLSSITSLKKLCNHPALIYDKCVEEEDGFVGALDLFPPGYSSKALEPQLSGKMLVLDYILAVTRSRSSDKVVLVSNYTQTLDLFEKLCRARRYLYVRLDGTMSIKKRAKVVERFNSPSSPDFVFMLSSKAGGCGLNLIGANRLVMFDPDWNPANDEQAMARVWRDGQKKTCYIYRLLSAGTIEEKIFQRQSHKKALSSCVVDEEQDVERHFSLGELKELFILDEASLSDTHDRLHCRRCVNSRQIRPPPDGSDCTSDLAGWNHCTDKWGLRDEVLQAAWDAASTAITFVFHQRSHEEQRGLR
# RAD52 inh: RAD52 (human) annealing inhibition; inhibition, % at 18.7 µM; recombinant RAD52 DNA annealing, FRET fluorescence; P43351; 360,000 compounds, 0.46% hits; AID 651710;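 active means every replicate showing at least 50% inhibition; inconclusive means mean inhibition at least 50% but not in every replicate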
# XiGFP reactiv: X-chromosome reactivation activator. XiGFP mouse fibroblasts, % GFP-positive cells imaging, 3 d; cells co-treated with 5-aza-dC sensitizer; scaled so ellipticine positive control = 100%. activation, % at 7.58 µM. 360,000 compounds, 0.055% hits. AID 743238;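 active means mean normalized replicate activation at least 10% and every replicate at or above 10%; inconclusive means only one of the two criteria met; inactive means mean below 10% and not all replicates reach 10%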;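 further: 0% = median of on-plate neutral control wells and 100% = ellipticine 6 µM median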
#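 System: 68-5-11 XiGFP fibroblast line | Buffer or medium: DMEM containing 5-aza-dC | Compound: Single point | Times: Compounds 3 days, fix/stain 15 min at room temperature | Benchmarks: Positive control ellipticine, 6 µM final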
# CFTR F508del cor: CFTR F508del correction in bronchial cells | activity (quench increase), % at 7.58 µM | CFBE cells, YFP halide quenching; stimulated with forskolin plus potentiator P3; % fluorescence drop versus neutral controls | 350,000 compounds, 0.36% hits;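 active means mean added fluorescence quench of at least 8% versus neutral control, with both replicates also reaching 8%; inconclusive means only one of the mean or replicate conditions met; inactive means mean below 8% and not both replicates reaching 8%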;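 further: cells transiently co-express mutant CFTR-F508del with the halide-sensitive YFP; corrector assay measuring rescue of mutant channel to the surface after 24 h compound exposure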
# Casp6 inh: blocks human caspase-6 cleavage activity. P55212. purified caspase-6, Z-VEID-R110 cleavage fluorescence. inhibition, % at 12.5 µM. 350,000 compounds, 0.53% hits. AID 686996;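 active means mean inhibition across replicates at least about 35%, with every replicate also reaching that limit, limit read from the data; inconclusive means only one of the two criteria met; inactive means neither criterion met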;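 further: 0% = median of neutral control wells and 100% = no fluorescence left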
# Target sequence (P55212 24-179 limits assumed): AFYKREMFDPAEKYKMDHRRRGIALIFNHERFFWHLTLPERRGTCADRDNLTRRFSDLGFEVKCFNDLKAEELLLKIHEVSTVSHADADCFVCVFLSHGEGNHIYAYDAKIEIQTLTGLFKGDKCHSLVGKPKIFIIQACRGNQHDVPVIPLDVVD
# Target sequence (P55212 194-293 limits assumed): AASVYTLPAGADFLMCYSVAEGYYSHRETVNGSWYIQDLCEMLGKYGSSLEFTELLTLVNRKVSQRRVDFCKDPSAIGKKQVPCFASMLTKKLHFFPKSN
# * hit, by the source's call; ? = inconclusive; . = no result given.
SMILES,INS-1E GSIS act,E-selectin induc,DENV2 CPE rescue,RAD54 inh,RAD52 inh,XiGFP reactiv,CFTR F508del cor,Casp6 inh
COCC#Cc1ccc([C@@H]2[C@H](CO)N3CCCCN(S(=O)(=O)c4ccccc4C)C[C@@H]23)cc1,-11,-0.7,-4,13,27,0.5,3.5,0
C[C@H](CO)N1C[C@H](C)[C@H](CN(C)C(=O)Nc2ccc3c(c2)OCO3)Oc2ccc(NS(C)(=O)=O)cc2C1=O,5,10.0,0,2,17,-0.1,1.0,-1
O=c1c(Cl)c(NCc2ccco2)cnn1C12CC3CC(CC(C3)C1)C2,.,0.2,0,-3,-12,0.1,-1.7,1
C[C@@H](NC(=O)[C@@H]1[C@@H](CO)[C@@H]2Cn3c(cccc3=O)[C@@H]2N1S(C)(=O)=O)c1ccccc1,21,-0.1,-1,4,9,0.3,.,1
C[C@@H]1CCCCO[C@H](CN(C)C(=O)Cc2ccccc2)[C@@H](C)CN([C@H](C)CO)C(=O)c2cc(NC(=O)c3ccncc3)ccc2O1,23,-0.2,11,-1,-7,0.0,0.0,-2
CO[C@H]1CN(C)C(=O)c2cc(NC(=O)c3cnccn3)ccc2OC[C@@H](C)N(CCc2ccccc2)C[C@H]1C,-5,-0.2,-8,-1,-13,0.0,1.3,-2
C[C@H](CO)N1C[C@H](C)[C@@H](CN(C)C(=O)CC2CC2)Oc2cc(C#C[C@@H](C)O)ccc2S1(=O)=O,3,-0.4,5,1,9,-1.2,-0.3,1
COC(=O)C1=C(C)N(Cc2ccccc2)C(=S)NC1c1ccc(-c2ccccc2)cc1 (centres undefined),-7,2.1,-17,.,-1,0.2,-1.7,-4
O=C(NN(C(=O)c1ccccc1)c1ccccc1)c1ccccc1,4,-0.1,0,10,1,-0.2,0.9,-1
Cc1cccnc1NC(=O)Cn1c(=O)oc2ccccc21,-8,.,0,5,-7,0.0,-4.3,4
Cn1cc(Cl)c(C(=O)N(Cc2ccccc2)c2ccccn2)n1,-5,0.0,2,-6,3,-0.2,-2.4,3
Cc1ccc(C(=O)Cn2nc(C(=O)O)c3ccccc3c2=O)cc1C,8,0.0,-1,.,-7,-0.1,-4.3,2
CCS(=O)(=O)Nc1ccc2c(c1)C(=O)N(C)[C@H]1CC[C@@H](CC(=O)N3CCOCC3)O[C@H]1CO2,6,-0.1,2,-3,0,0.3,-1.1,-1
CC(=O)Nc1ccc(-c2ccc3nnc(C)n3n2)cc1,-18,-0.1,10,0,-11,-0.2,1.2,0
Cc1ccccc1-c1nnc(SCC(=O)N(CC(C)C)c2c(N)n(CC(C)C)c(=O)[nH]c2=O)n1C,7,0.0,-2,.,3,0.3,-2.0,-5
C#CCOCCOCCOCCNc1nc(N2CCOCC2)nc(N2CCN(C(=O)[C@H](CCCCN)n3cc([C@@H](N)CO)nn3)CC2)n1,14,-0.1,.,-15,.,0.1,0.1,.
C[C@H]1CN([C@@H](C)CO)C(=O)Cc2cc(NC(=O)C3CCCCC3)ccc2O[C@H]1CN(C)Cc1ccc(C(F)(F)F)cc1,-43,0.3,14,-6,2,-1.0,4.7,-3
O=C1C2C3C=CC(C3)C2C(=O)N1c1ccc(-c2nc3ccccc3c(=O)o2)cc1 (centres undefined),-3,.,-3,.,-12,0.6,-0.5,6
Cc1ccc(Cn2c(N3CCNCC3)nc3c2c(=O)[nH]c(=O)n3C)cc1,.,.,1,-6,-6,0.0,-3.5,4
CC[C@@]1(C(=O)OC)N[C@H](CN(C)C(=O)NC(C)C)[C@@H]2C(=O)N(C)C(=O)[C@@H]21,32,.,-11,-9,-6,0.5,-2.6,1
CC(=O)NC(c1ccccc1)c1nc(-c2ccccc2C)cs1 (centres undefined),-3,1.6,-2,2,-21,0.2,0.4,2
COCC(=O)Nc1ccc2c(c1)C(=O)N(C)C[C@H](OC)[C@H](C)CN(C(=O)C1CCCC1)[C@H](C)CO2,-9,0.1,-3,-8,-3,0.3,-0.4,.
C=CCn1c(C)cc(C(=O)COc2ccc(C)nc2[N+](=O)[O-])c1C,-9,-1.2,.,0,.,0.1,.,.
O=C(CSc1nccn1Cc1ccco1)Nc1ccccc1F,22,-0.4,-1,-7,-7,0.0,0.0,-3
Cc1cc(N/N=C/c2ccncc2)nc2ccccc12,7,.,.,.,-11,0.0,2.5,-3

# Reformatted with tabs: part of the list above
Structure	INS-1E GSIS act	E-selectin induc	DENV2 CPE rescue	RAD54 inh	RAD52 inh	XiGFP reactiv	CFTR F508del cor	Casp6 inh
CC[C@@]1(C(=O)OC)N[C@H](CN(C)C(=O)NC(C)C)[C@@H]2C(=O)N(C)C(=O)[C@@H]21	32	.	-11	-9	-6	0.5	-2.6	1
CCS(=O)(=O)Nc1ccc2c(c1)C(=O)N(C)[C@H]1CC[C@@H](CC(=O)N3CCOCC3)O[C@H]1CO2	6	-0.1	2	-3	0	0.3	-1.1	-1

# Next part.
SMILES,INS-1E GSIS act,E-selectin induc,DENV2 CPE rescue,RAD54 inh,RAD52 inh,XiGFP reactiv,CFTR F508del cor,Casp6 inh
Cc1noc(C)c1S(=O)(=O)Nc1cccc2c1O[C@H](CN(C)C(=O)NC1CCCCC1)[C@H](C)CN([C@@H](C)CO)C2=O,-11,.,4,1,-54,-0.6,-1.1,1
O=C(NC1CCCCC1)N1CCC(c2nc3ccccc3[nH]2)CC1,-11,.,2,.,-5,.,-1.3,-18
COC(=O)C[C@H]1CC[C@H]2[C@H](COc3ccc(NC(=O)Nc4cccc(F)c4)cc3C(=O)N2C)O1,-3,0.2,5,-4,3,-0.1,-1.6,-3
CC1(C)Cc2c(sc3ncnc(NNC(=S)NCc4ccccc4)c23)CO1,4,.,8,.,0,1.5,.,3
COC(=O)c1cc(S(=O)(=O)Nc2cc(S(=O)(=O)N(C)C)ccc2C)oc1C,-9,.,0,.,-3,-0.1,0.6,1
Cc1cccc(C)c1NC(=O)CN1C(=O)C2CC=CCC2C1=O (centres undefined),.,4.0,-2,5,-10,0.3,-1.3,2
COCC#Cc1ccc2c(c1)O[C@H](CN(C)S(=O)(=O)c1ccc(C)cc1)[C@H](C)CN([C@H](C)CO)S2(=O)=O,-4,0.8,-12,2,1,-1.3,-2.6,0
CCOC(=O)c1c(NC(=S)Nc2ccc(OCC)cc2)sc2c1CCN(C)C2,-6,0.3,6,33,2,0.1,0.2,-3
Cc1ccc(-n2c(SCC(=O)NCCC3=CCCCC3)nc3n[nH]c(C)c3c2=N)cc1Cl,-18,?,2,-5,-8,0.6,0.1,-1
Cc1nc(SCc2cccc(C(=O)O)c2)nc2c1CCCC2,8,1.0,?,.,-15,0.0,-3.1,1
COc1cc(CCC(=O)OCC(=O)Nc2ccccc2C#N)cc(OC)c1OC,6,458*,.,.,-13,0.4,4.9,-3
CN1C(=O)c2cc(NS(=O)(=O)c3ccc(F)cc3)ccc2OC[C@H]2O[C@H](CC(=O)O)CC[C@@H]21,4,0.0,-7,-8,-3,0.3,0.8,-1
O=C(COC(=O)c1ccccc1Br)NCC1CCCO1 (centres undefined),-4,0.0,14,5,-12,0.1,1.2,22
Cc1cccc(C)c1N1C(=O)c2ccccc2C1=O,-6,.,2,.,-10,.,1.8,1
O=C(c1ccccc1)c1ccc(O)c(O)c1O,-2,.,11,-8,0,.,-1.4,73*
CC1CCCC(CC(=O)O)(CC(=O)O)C1 (centres undefined),-1,.,?,0,-3,0.1,0.1,2
COc1ccc(-n2ccc3ccccc32)cc1,2,0.0,-6,.,-7,0.0,-1.3,-2
O=C(Nc1nc2c(Cl)ccc(Cl)c2s1)c1ccco1,10,0.5,4,3,-14,-0.1,6.5,-3
O=C(NCC1CCCO1)c1ccc(NC(=O)c2cc(F)c(F)cc2Cl)cc1 (centres undefined),-4,0.3,2,0,-12,0.2,0.1,-2
CCCCNC(=O)c1c[nH]c2ccc(S(=O)(=O)N3CCOCC3)cc2c1=O,.,1.0,-4,.,10,0.3,0.3,6
Nc1nc(NCc2ccco2)nc(N2CCN(Cc3ccccc3)CC2)c1[N+](=O)[O-],12,0.0,3,0,-9,0.1,0.0,7
CCOC(=O)c1sc(N2C(=O)C(O)=C(C(=O)c3ccco3)C2c2ccc(C)o2)nc1C (centres undefined),28,0.0,1,-13,-47,0.0,1.4,25
C[C@@H]1CN([C@H](C)CO)S(=O)(=O)c2ccc(-c3ccncc3)cc2O[C@H]1CN(C)Cc1cccnc1,-8,0.0,-5,-4,4,-0.6,0.8,1
CCc1csc(N2[C@H](CO)[C@H](c3ccc(-c4cccc(F)c4)cc3)[C@@H]2C#N)n1,-9,0.3,10,9,-23,0.1,3.0,0
Cc1ccc(S(=O)(=O)N(CC(=O)N2CCC(C)CC2)c2ccccc2)cc1,-8,5.5,1,.,-25,0.0,0.3,-1
SMILES,INS-1E GSIS act,E-selectin induc,DENV2 CPE rescue,RAD54 inh,RAD52 inh,XiGFP reactiv,CFTR F508del cor,Casp6 inh
O=C(O)c1ccc(N=Nc2c(O)[nH]c3ccc(Br)cc23)cc1,15,-1.7,-3,3,-81,0.0,1.3,-1
CC(=O)c1ccc(NC(=O)CN(c2c(C)cccc2C)S(C)(=O)=O)cc1,-5,.,-3,3,-6,0.0,-0.7,4
CCOCCOc1cccc(C(=O)NC(c2ccccc2)C(C)C)c1 (centres undefined),4,-0.2,.,.,-10,-0.1,-5.0,0
CCN(C(=O)Cn1c([N+](=O)[O-])cnc1C)c1ccccc1,14,0.1,-3,4,10,0.0,-0.6,0
CCC(=O)N1C[C@H](O)COC[C@H]2O[C@H](CC(=O)NCc3ccccc3Cl)CC[C@@H]21,5,0.0,12,13,.,0.4,-0.7,.
Cc1ccc(NC(=O)c2ccc(OCC3CCCO3)cc2)cc1Cl (centres undefined),-2,-3.7,1,0,-6,0.3,4.4,1
COc1ccccc1CC(=O)Nc1cc(OC)c(NC(=O)c2ccccc2)cc1OC,1,.,16,0,-11,0.0,0.0,8
CC1CCCCC1NC(=O)c1ccc(CNc2c(N3CCCC3)c(=O)c2=O)cc1 (centres undefined),.,0.0,-4,-12,-6,0.4,1.4,-2
O=C(Nc1ccc2c(c1)[C@@H]1C[C@H](CC(=O)N3CCc4ccccc4C3)O[C@H](CO)[C@@H]1O2)c1ccc2c(c1)OCO2,-25,-0.3,7,7,14,0.2,-2.5,3
Cc1[nH]c2ccccc2c1C(=O)C(=O)NCc1nnnn1-c1cccc(F)c1,.,0.0,-5,-1,-17,0.0,-3.1,1
CC(C)(C)Cc1c(-c2ccccc2)nc2ccc(Cl)cn12,-11,.,-7,-1,-10,0.3,-2.3,-2

# 5 compounds picked at random from those above, as already listed:
SMILES,INS-1E GSIS act,E-selectin induc,DENV2 CPE rescue,RAD54 inh,RAD52 inh,XiGFP reactiv,CFTR F508del cor,Casp6 inh
O=C(O)c1ccc(N=Nc2c(O)[nH]c3ccc(Br)cc23)cc1,15,-1.7,-3,3,-81,0.0,1.3,-1
O=C(Nc1ccc2c(c1)[C@@H]1C[C@H](CC(=O)N3CCc4ccccc4C3)O[C@H](CO)[C@@H]1O2)c1ccc2c(c1)OCO2,-25,-0.3,7,7,14,0.2,-2.5,3
Cc1ccc(NC(=O)c2ccc(OCC3CCCO3)cc2)cc1Cl (centres undefined),-2,-3.7,1,0,-6,0.3,4.4,1
COc1ccccc1CC(=O)Nc1cc(OC)c(NC(=O)c2ccccc2)cc1OC,1,.,16,0,-11,0.0,0.0,8
CC(=O)c1ccc(NC(=O)CN(c2c(C)cccc2C)S(C)(=O)=O)cc1,-5,.,-3,3,-6,0.0,-0.7,4
